Compound activity: PubChem, National Center for Advancing Translational Sciences (NCATS)
TSHR antag – Antagonists of the Thyroid Stimulating Hormone Receptor: HTS campaign | Thyrotropin receptor (Homo sapiens), P16473 | TSHR-expressing cells, TSH-stimulated cAMP HTRF, 2 h; hits give low values | activity change, negative = inhibition, % at 11.5 µM | 0.2% of 330,000 active;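 active = activity change below a set negative limit, meaning inhibition stronger than a set level, cut at about -70% in these data; inconclusive = activity change between two set negative limits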; also: % is scaled to controls: 0 for no effect and ±100 for the full control effect
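Freshly harvested TSHR cells receive pin-tooled compound, then EC80 TSH at 4nM final. After 2 hours at 37 deg C, antibody in lysis buffer and cAMP-d2 are added; 30 minutes at ambient temperature precede the HTRF read.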
Eya2 inh – qHTS Assay for Inhibitors of the Phosphatase Activity of Eya2; AID 488837, 2010; recombinant Eya2, OMFP fluorescence dephosphorylation (OMFP is methylfluorescein phosphate); Potency, µM (highest dose often 76.9 µM), for the others: top-dose activity, negative = inhibition, hits mostly inhibitors; 0.006% of 330,000 active; Protein phosphatase EYA2 (Homo sapiens), O00167; also: potency is read from the fitted curve at half-maximal effect; % is scaled to controls: 0 for no effect and ±100 for the full control effect
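Eya2 (0.2 uM) preincubated 10 min at ambient with compound, then OMFP substrate added at 50 uM; 10 min reaction in 50 mM HEPES pH 7.5, 50 mM NaCl, 5 uM MgCl2, 0.05% BSA, 1 mM DTT. Fluorescence read at Ex 485/Em 525 nm.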
Chronic BCR inh – qHTS Assay to Find Inhibitors of Chronic Active B-Cell Receptor Signaling; AID 493014, 2011; 0.05% of 340,000 active; Potency, µM (series often up to 46.1 µM), inactives show top-dose ratio change, negative = lower green/red ratio, most hits filed as inhibitors; ABC-DLBCL IkBa-CBG/CBR reporter, luminescence ratio, 4 h; active = well fitted inhibition curve with a large enough effect in the signal ratio, with a control signal flat, not every such curve was filed as active; inconclusive = small, poorly fitted or top-dose-only effect, or effect the other way, or a change in a side signal; the % refers to the signal ratio;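 also: potency is read from the fitted curve at half-maximal effect; plate controls were basal doxycycline-induced cells for no effect and cells given 10 µM MG132 for full effect; MG132 reads +100%, hits lower the ratio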
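TMD8 ABC-DLBCL cells carrying doxycycline-inducible green luciferase fused to IkappaBalpha plus unfused red luciferase were exposed to compounds (up to 46 uM) for 4 hrs at 37C. Activity came from the overlap-corrected green/red luminescence ratio.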
MBNL1 CUG block – qHTS Assay for Inhibitors of MBNL1-poly(CUG) RNA binding | Muscleblind-like protein 1 (Homo sapiens), Q9NR56 | TR-FRET MBNL1-His/biotin-(CUG)12 binding, 665/545 ratio | Potency, µM (top dose mostly 57.5 µM), for the others: top-dose activity change, negative = inhibition, usual class: inhibitors | 0.036% of 280,000 active | AID 2675, 2010; active = well fitted inhibition curve with a large enough effect in the signal ratio, with a control signal flat, not every such curve was filed as active; inconclusive = small, poorly fitted or top-dose-only effect, or effect the other way, or a change in a side signal; inactive = no such curve, though single readings can be large or run the other way; the % refers to the signal ratio; also: potency is read from the fitted curve at half-maximal effect; % is scaled to controls: 0 for no effect and ±100 for the full control effect
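Compound titration spanned 92 nM–58 uM against the MBNL1-His/biotin-(CUG)12 complex. After 60 min at room temperature with 5 nM streptavidin-XL665 and 0.055 ng/ul terbium anti-His, ratiometric 665/545 nm emission (Ex 340 nm) normalized to controls.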
Menin-MLL TR inh – qHTS Assay for Inhibitors Targeting the Menin-MLL Interaction in MLL Related Leukemias: Competition With Texas Red Labeled MLL-derived Mutant Peptide. O00255. Menin + Texas Red MLL mutant peptide, fluorescence polarization. Potency, µM (doses to about 61.6 µM), inactives show at the highest dose FP activity change, negative = inhibition, actives largely listed as inhibitors. 0.23% of 270,000 active. AID 1768, 2009; active = well fitted inhibition curve with a large enough effect in the polarisation, with a control signal flat, not every such curve was filed as active; inconclusive = small, poorly fitted or top-dose-only effect, or effect the other way, or a change in a side signal; inactive = no such curve, though single readings can be large or run the other way; the % refers to the polarisation; also: potency is read from the fitted curve at half-maximal effect; % of control where 0% means no effect; many of its hits are not listed in these tables
Mito fusion act – qHTS Assay for Small Molecule Inhibitors of Mitochondrial Division or Activators of Mitochondrial Fusion. S. cerevisiae fusion-defective mutant growth rescue, CellTiterGlo 48 h. AID 485298, 2010. Potency, µM (series often up to 46.1 µM), for the others: at the highest dose growth rescue (activation), usual class: activators. 0.23% of 320,000 active;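 also: potency is read from the fitted curve at half-maximal effect; % of control where 0% means no effect; nearly all actives have a fitted effect of over 45% in size; temperature-sensitive fusion mutants such as fzo1-1 at 37 °C on non-fermentable ethanol glycerol medium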
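Compounds are tested for their ability to restore growth of mitochondrial fusion-defective yeast strains at non-permissive 37C in YPEG medium over 48 hours. Viability is quantified by luciferase luminescence.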
KCNH2 WT inh – qHTS for Inhibitors of KCHN2 3.1: Wildtype qHTS; Voltage-gated inwardly rectifying potassium channel KCNH2 (Homo sapiens), Q12809; U2OS, BacMam KCNH2, thallium flux FluxOr; hits give low values; activity change, % at 1.84 µM; 0.37% of 340,000 active;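 active = maximum activity change below -70%; inconclusive = maximum activity change between -70% and -50%; inactive = maximum activity change above -50%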; also: % is scaled to controls: 0 for no effect and ±100 for the full control effect
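U2OS cells were transduced with wild-type KCNH2 virus (2.03 x 10^8 / mL) for 4 h at room temperature, then cultured overnight at 37 C. Thallium flux was read with FluxOr dye. Rate constants were normalized to DMSO controls.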
PKM2 act – qHTS Assay for Activators of Human Muscle isoform 2 Pyruvate Kinase. 0.34% of 260,000 active. Pyruvate kinase PKM (Homo sapiens), P14618. purified PKM2, Kinase-Glo ATP luminescence, activation; response scale: 0% is enzyme alone, no compound. Potency, µM (top dose mostly 57.5 µM), for the others: at the highest dose activation, most hits filed as activators; also: potency is read from the fitted curve at half-maximal effect; % is scaled to controls: 0 for no effect and ±100 for the full control effect; nearly all actives have a fitted effect of over 55% in size
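ATP formation by purified human PK-M2, quantified via coupled luciferase luminescence after 1 h at room temperature with 0.1 mM ADP and 0.5 mM PEP final.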
GALK inh – qHTS Assay for Inhibitors of Human Galactokinase (GALK); P51570; Potency, µM (top dose mostly 57.5 µM), for inactives: at the highest dose activity change, negative = inhibition, most hits filed as inhibitors; 0.007% of 270,000 active; Purified GALK, Kinase-Glo residual ATP luminescence; also: potency is read from the fitted curve at half-maximal effect; % is scaled to controls: 0 for no effect and ±100 for the full control effect
Target sequence (P51570 whole entry, looked up): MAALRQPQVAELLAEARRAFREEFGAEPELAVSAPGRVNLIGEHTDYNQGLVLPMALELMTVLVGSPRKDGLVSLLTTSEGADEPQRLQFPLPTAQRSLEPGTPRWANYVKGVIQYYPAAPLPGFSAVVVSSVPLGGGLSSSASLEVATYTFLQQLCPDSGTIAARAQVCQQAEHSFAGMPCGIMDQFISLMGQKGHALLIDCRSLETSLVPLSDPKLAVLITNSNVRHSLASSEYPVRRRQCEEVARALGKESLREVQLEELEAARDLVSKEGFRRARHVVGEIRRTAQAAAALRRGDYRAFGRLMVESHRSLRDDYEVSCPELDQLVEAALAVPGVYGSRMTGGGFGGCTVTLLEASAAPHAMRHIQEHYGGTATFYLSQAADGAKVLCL
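5 nM enzyme, 35 uM ATP, 100 uM galactose, 20 mM HEPES pH8.0, 5 mM MgCl2; 1 h RT; residual ATP by Kinase-Glo Plus luminescence, qHTS format.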
USP2a inh – qHTS Assay for Inhibitors of Ubiquitin-specific Protease USP2a Using CHOP2 as the Reporter. USP2 core, Ub-CHOP2 coupled fluorogenic reporter, 485/531. Potency, µM (top dose mostly 38.3 µM), for inactives: at the highest dose activity change, negative = inhibition, actives largely listed as inhibitors. Ubiquitin carboxyl-terminal hydrolase 2 (Homo sapiens), O75604. 0.01% of 330,000 active;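 also: potency is read from the fitted curve at half-maximal effect; plate controls were DMSO wells for no effect and full inhibition by NEM control for full effect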
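Deubiquitinase activity read as fluorescence (485/531 nm) after Ub-CHOP2 cleavage activates the enterokinase reporter on its substrate; USP2 core 10nM, Ub-CHOP2 and substrate 25nM each, 30min compound preincubation then 60min RT; data normalized to NEM, curves fitted.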
ASM inhibitor – Inhibitors of Secretory Acid Sphingomyelinase (S-ASM): qHTS. placental ASM, HMU-PC fluorogenic substrate, 60 min. Potency, µM (series often up to 57.5 µM), without a hit: at the highest dose activity change, negative = inhibition, hits mostly inhibitors. 0.006% of 340,000 active; also: potency is read from the fitted curve at half-maximal effect
Target sequence (P17405 47-631 limits assumed): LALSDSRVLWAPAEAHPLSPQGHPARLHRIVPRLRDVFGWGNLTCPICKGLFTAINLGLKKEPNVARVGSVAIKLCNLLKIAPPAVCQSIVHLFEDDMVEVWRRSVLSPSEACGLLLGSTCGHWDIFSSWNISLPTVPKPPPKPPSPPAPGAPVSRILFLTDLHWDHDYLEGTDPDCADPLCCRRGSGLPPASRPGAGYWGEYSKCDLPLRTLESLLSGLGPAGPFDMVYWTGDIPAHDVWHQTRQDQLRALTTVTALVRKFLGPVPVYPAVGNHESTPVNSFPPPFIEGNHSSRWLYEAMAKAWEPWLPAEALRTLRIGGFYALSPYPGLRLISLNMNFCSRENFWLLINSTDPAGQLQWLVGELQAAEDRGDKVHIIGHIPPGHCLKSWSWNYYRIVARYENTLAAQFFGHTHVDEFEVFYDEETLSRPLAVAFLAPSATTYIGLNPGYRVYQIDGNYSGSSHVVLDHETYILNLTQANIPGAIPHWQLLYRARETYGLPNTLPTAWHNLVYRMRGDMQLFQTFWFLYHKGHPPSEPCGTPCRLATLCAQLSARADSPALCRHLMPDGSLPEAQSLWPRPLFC
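Human placenta-derived ASM enzyme was preincubated with compound for 10 minutes at room temperature, then given fluorogenic substrate HMU-PC0 (9 uM final) for 60 minutes at 37 °C; a pH 10 stop preceded fluorescence reading at Ex 386/Em 447 nm.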
* = called active by the depositor; ? = inconclusive; . = not tested or not shown; & = joins results of further samples; [ ] = dose if it differs, or a comment. Unless noted, calls follow the shape of the dose curve; as a rule, active = well fitted curve in the direction sought with a large enough effect; inconclusive = small, poorly fitted or top-dose-only effect, or another doubt; inactive = no such curve, though single readings can be large; an effect the other way counts as inactive or inconclusive. These rows are one share of the data; rates above refer to the full screens.

SMILES	TSHR antag	Eya2 inh	Chronic BCR inh	MBNL1 CUG block	Menin-MLL TR inh	Mito fusion act	KCNH2 WT inh	PKM2 act	GALK inh	USP2a inh	ASM inhibitor
CSCCC(NC(=O)c1ccco1)C(=O)N1CC(C)OC(C)C1 (stereo not drawn)	1	-19%	-2%	.	.	3%	-24	.	.	0%	7%
ONC(=Nc1ccc(Cl)cc1)c1ccccc1Cl	8	15%	12%	-4%	16%	18%	8	-2%	0%	0%	-2%
CC(OC(=O)c1ccc(NC(=O)CC#N)cc1)C(=O)NC(=O)NC1CCCCC1 (stereo not drawn)	-18	-11%	3%	-1%	?	0%	-9	3%	-6%	-1%	-6%
COC(=O)c1c(-c2ccc(OC)cc2)oc2ccccc12	-20	-7%	13%	10%	-25%	-7%	2	2%	.	0%	24%
CCCCN(C(=O)c1cccc(S(=O)(=O)N2CCN(C)CC2)c1)c1c(N)n(CCCC)c(=O)[nH]c1=O	5	-4%	?	.	.	2%	-1	.	.	-1%	.
O=C(N/N=C/c1ccc([N+](=O)[O-])o1)c1ccc(NS(=O)(=O)c2cccs2)cc1	-12	-6%	?	?	.	0%	0	-3%	-2%	3%	-6%
CCn1cc([N+](=O)[O-])c(C(=O)Nc2c(C)nn(Cc3cccc(F)c3)c2C)n1	2	-1%	3%	.	1%	-8%	0	-3%	1%	3%	4%
Cc1c(C(=O)NCCn2ccc3ccccc32)cccc1[N+](=O)[O-]	18	13%	?	25%	8%	13%	0	3%	-1%	8%	-1%
O=C(CC(C(=O)O)P(=O)(c1ccccc1)c1ccccc1)c1ccccc1 (stereo not drawn)	-1	0%	-10%	4%	-10%	0%	5	-3%	7%	0%	2%
COc1ccc(COCC(O)CN2CCCC(C(F)(F)F)C2)cc1 (stereo not drawn)	11	2%	1%	-5%	-26%	4%	.	14%	21%	-5%	.
Cc1[nH]nc2nc(SCC(=O)NCCC3=CCCCC3)n(-c3ccc(Br)cc3)c(=N)c12	-9	0%	11%	11%	66%[activator]	-9%	3	.	1%	0%	-3%
O=C(NNC(=O)c1cc(Cl)ccc1O)c1cccc(S(=O)(=O)N2CCOCC2)c1	-9	-6%	?	.	.	7%	3	.	.	-1%	0%
O=C1/C(=C/c2ccco2)SC(=S)N1CC1CCCO1 (stereo not drawn)	4	0%	?	?	.	-3%	-2	7%	0%	-1%	-16%
CC1=C(C)CC(C(=O)NNC(=O)c2cccc(Cl)c2)C(C(=O)O)C1 (stereo not drawn)	3	0%	-6%	14%	-1%	-2%	-5	-14%	2%	4%	157%
CCOCCCNC(=S)N1CCN(Cc2ccco2)CC1	-1	-2%	3%	-3%	-6%	6%	0	0%	0%	1%	-2%
C=CCn1c(SCC(=O)NCC2CCCO2)nc2scc(-c3ccc(OC)cc3)c2c1=O (stereo not drawn)	-6	-1%	3%	6%	-8%	-1%	-1	1%	4%	2%	0%
O=C(CCSCCc1ccccn1)Nc1cc(F)ccc1F	3	-5%	?	2%	-9%	-9%	-4	8%	0%	7%	2%
COc1cc(C(=O)NCCCCc2ccccc2)cc(OC)c1OC	-2	9%	-1%	-2%	0%	2%	22	2%	-1%	0%	-4%
COc1ccc(-n2c(C)cc(C(=O)Cn3nnc4ccccc4c3=O)c2C)cc1	-8	-12%	2%	?	-9%	3%	6	-5%	5%	-2%	-1%
CCCCOc1ccc(N(CC(=O)NC(C)(C)CC)C(=O)CCC(=O)Nc2ccccn2)cc1	7	-5%	-11%	-6%	?	1%	-2	-1%	4%	1%	-4%
CCOC(=O)C1CCN(C(=O)c2cccc(S(=O)(=O)NCc3ccccc3)c2)CC1	3	7%	2%	.	.	-2%	3	.	.	1%	0%
CN(c1ccccc1)S(=O)(=O)c1cc(C(=O)Nc2nc3ccccc3[nH]2)ccc1Cl	-77*	-15%	?	-1%	-5%	13µM*	-5	9%	-1%	-2%	-12%
CC(=O)NCCc1cnc[nH]1	-5	8%	1%	-1%	0%	0%	-5	-1%	.	-1%	-3%
CC(=O)N1CCN(S(=O)(=O)c2cccc(C(=O)NCc3ccc(F)cc3)c2)CC1	4	7%	-10%	.	.	.	2	.	.	2%	-1%
Cc1csc(CNc2ncnc3ccc(-c4ccc5c(c4)OCCO5)cc23)c1	-16&8	-11%&4%	?	.	.	-22%&-3%	.	.	.	1%&-1%	-23%
More results
SMILES	TSHR antag	Eya2 inh	Chronic BCR inh	MBNL1 CUG block	Menin-MLL TR inh	Mito fusion act	KCNH2 WT inh	PKM2 act	GALK inh	USP2a inh	ASM inhibitor
COCCCN(CC(=O)Nc1ccc(N2CCOCC2)cc1)S(=O)(=O)c1ccccc1	3	-5%	-1%	0%	1%	-4%	-1	-1%	-1%	3%	-4%
CCCC(=O)Nc1c2c(nn1-c1ccc([N+](=O)[O-])cc1)CS(=O)(=O)C2	5	-3%	-2%	?	17%	-2%	5	.	0%	2%	-4%
COc1ccccc1OCC(=O)NC1CCSc2ccccc21 (stereo not drawn)	-1	15%	-4%	.	.	1%	-1	.	.	0%	3%
CC(=O)c1ccc(NC(=O)N2CCCC(C(=O)c3ccc4c(c3)OCO4)C2)cc1 (stereo not drawn)	-4	-4%	7%	-5%	10%	5%	16	4%	0%	0%	-6%
Cc1ccc(NC(=O)C2CCCN(c3cnccn3)C2)c(C)c1 (stereo not drawn)	22	-17%	2%	-8%	.	-4%	27	.	-7%	1%	3%
CN(C(=O)COC(=O)c1cn(-c2ccccc2)nc1-c1ccccc1)C1CCS(=O)(=O)C1 (stereo not drawn)	11	-5%	3%	-6%	20%	0%	2	.	4%	-10%	0%
COc1ccccc1CNC(=O)c1cc(C(C)C)nc2ccccc12	-3	4%	0%	0%	-3%	23%	-6	2%	12%	0%	0%
C/C(=N/Oc1nc(C)cc(C)n1)c1ccc(Br)cc1	-12	9%	-30%	12%	1%	1%	-5	-2%	0%	0%	1%
Cn1c(Cc2ccccc2)nnc1SCC(=O)Nc1ccc2c(c1)OCCO2	-7	12%	1%	-13%	-1%	0%	15	-2%	-1%	3%	-1%
Cc1cccc(C)c1NC(=O)CSc1nnc(Cn2nnc(-c3ccccc3)n2)n1-c1ccccc1	4	2%	?	-9%	-1%	23%	4	1%	1%	-9%	-3%
CCOC(CCc1c(C)nc(NC(C)=O)[nH]c1=O)OCC	9	-16%	?	7%	1%	0%	-14	3%	2%	2%	0%
O=C(/C=C/c1cccc(F)c1)NC1CCN(Cc2ccccc2)CC1	-2	-4%	-11%	3%	-8%	1%	21	.	-2%	-1%	-2%
COc1ccccc1NC(=O)CN1CC(=O)Nc2ccccc21	-4	-4%	-1%	3%	-9%	0%	2	2%	-1%	2%	-2%
Cc1cc(C)n(CC(=O)NNC(=O)c2ccc(S(C)(=O)=O)cc2)n1	-10	-2%	1%	.	.	.	0	.	.	4%	-1%
Cn1c(N)c(C(=O)c2ccc(Cl)c(S(=O)(=O)N3CCCCCC3)c2)c(=O)n(C)c1=O	-5	-10%	-2%	.	.	.	0	.	.	1%	-4%
CCN(CC)S(=O)(=O)c1cc(NS(=O)(=O)c2c(Cl)cccc2Cl)ccc1C	-3	6%	?	-1%	-11%	2%	42	11%	1%	5%	?
